# mcGAS RapidFire = inhibitors of Mus musculus cyclic GMP-AMP synthase, initial high-throughput assay, cell-free, RapidFire MS. AID 1259397, 2018. inhibition, % at 12.5 µM. recombinant mouse cGAS, cGAMP by RapidFire MS. 0.18% of 130,000 active;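 active means inhibition of cGAS enzyme activity at or above 60%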;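 further: enzyme stimulated by 45 bp dsDNA with ATP and GTP substrates; cGAMP share of summed cGAMP plus half ATP and half GTP signals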
# Target sequence (Q8C6L5 whole entry, looked up): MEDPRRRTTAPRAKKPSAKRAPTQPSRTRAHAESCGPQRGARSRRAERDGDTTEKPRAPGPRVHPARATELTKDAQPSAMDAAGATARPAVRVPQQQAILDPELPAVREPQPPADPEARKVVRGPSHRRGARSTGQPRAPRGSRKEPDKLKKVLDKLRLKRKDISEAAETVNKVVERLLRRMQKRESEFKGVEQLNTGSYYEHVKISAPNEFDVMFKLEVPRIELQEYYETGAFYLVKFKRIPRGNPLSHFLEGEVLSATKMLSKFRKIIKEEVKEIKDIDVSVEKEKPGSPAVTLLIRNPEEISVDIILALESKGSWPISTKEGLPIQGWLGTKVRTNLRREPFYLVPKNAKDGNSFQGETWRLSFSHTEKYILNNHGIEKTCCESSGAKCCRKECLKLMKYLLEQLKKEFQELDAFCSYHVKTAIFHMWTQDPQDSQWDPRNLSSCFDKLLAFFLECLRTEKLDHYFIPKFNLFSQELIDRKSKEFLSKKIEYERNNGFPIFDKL
# * marks the source's active call; other numbers are inactive results; & = joins results of further samples.
SMILES,mcGAS RapidFire
CCSCCC(=O)N1CCCC(c2nn(C)c(=O)n2-c2ccccc2)C1 (centres undefined),-12.9
CC12CC3CC(C)(C1)CC(OCCN)(C3)C2,-6.3
O=C(c1cc(Cl)c[nH]1)N1CCC(C(O)c2ccccc2)CC1 (centres undefined),-6.4
CCN1CCC(NC(=O)CSc2cc(C)c3ccc(C)cc3n2)CC1,-3.0
S=C(NN=C1CC2CC=CC12)NC1CCCCC1 (centres undefined),-10.2
Cc1nc([N+](=O)[O-])c(N2CCN(c3ccccn3)CC2)n1Cc1ccccc1,-7.1
CCCNC(=O)C1(C)CCCN(Cc2ccccc2Cl)C1 (centres undefined),-9.1
N#Cc1cccc(S(=O)(=O)NCc2ccc(-n3ccnc3)c(F)c2)c1,7.2
CC(=O)Cn1c(=O)c2c(nc3n(-c4ccc(Cl)cc4)c(C)c(C)n23)n(C)c1=O,-3.0
CC1(C)CC2(C)NNC(=O)CN2C(=S)N1 (centres undefined),-0.1
CCC(NC(=O)c1coc(CN2CCN(c3ccccc3F)CC2)n1)c1ccncc1 (centres undefined),-7.4
CC(C)CNC(=O)CC1CSc2nc(C(C)C)cc(=O)n21 (centres undefined),-4.9
COc1cc(-c2nnc(SC(C)C)o2)cc(OC)c1OC,-7.1
CCC(C)C(=O)Nc1n[nH]c(-c2ccc(C(C)(C)C)cc2)n1 (centres undefined),-8.5
CCN(CC(=O)NC1CCS(=O)(=O)C1)S(=O)(=O)c1c(C)noc1C (centres undefined),1.4

# Sorted by length of the SMILES (rising): 3 of the compounds above.
SMILES,mcGAS RapidFire
S=C(NN=C1CC2CC=CC12)NC1CCCCC1 (centres undefined),-10.2
CCN(CC(=O)NC1CCS(=O)(=O)C1)S(=O)(=O)c1c(C)noc1C (centres undefined),1.4
CCC(NC(=O)c1coc(CN2CCN(c3ccccc3F)CC2)n1)c1ccncc1 (centres undefined),-7.4

# More records follow:
SMILES,mcGAS RapidFire
COC(=O)CN(Cc1cnn(C)c1)S(=O)(=O)c1cccc(C)c1,-8.1
COCc1nc(CN(CC(C)C)C(=O)CC(C)C)[nH]c(=O)c1Cc1cc(C)ccc1C,-2.2
Cc1cc(=O)[nH]c(SCc2nc3sccn3c2Br)n1,-4.6&24.1
Cc1cccc(N2CCN(Cc3n[nH]c(=O)n3Cc3cccc(F)c3)CC2)c1C,-7.4
N#Cc1c(-c2ccco2)c2c([nH]c1=S)CCCC2=O,10.7
COC(=O)[C@@H]1C[C@@H](N(C)C)CN1C(=O)c1ccc(-c2noc(C3CC3)n2)cc1,-0.7
CN(C)c1cccc(C(NC(=O)c2cccc(SC(F)F)c2)c2ccc(S(C)(=O)=O)cc2)c1 (centres undefined),0.5
CCNC(=O)COc1ccc(CNC(=O)N2CCCC2C(C)C)cc1OC (centres undefined),-1.8
CC(C)c1cc(NC(=O)N2CCSC(C)(C)C2)no1,-9.6
Cc1cc(Cn2nc(C)c([N+](=O)[O-])c2C)no1,-1.5
Cc1c(C(=O)N(C)Cc2ccc(F)cc2)sc(=O)n1Cc1ccccc1F,-7.0
CC(C)c1ccc(NC2CCCN(C(=O)c3ccc4nccnc4c3)C2)cc1 (centres undefined),-7.0&-6.7
O=C(NC1CC1c1ccccc1)N1CCc2ccc(O)cc2C1 (centres undefined),0.8
COC(=O)c1cc(S(=O)(=O)N(C)C2CCCCC2)cn1C,-4.5
CCc1cn[nH]c1C1CCCN(C(=O)c2conc2-c2ccccc2)C1 (centres undefined),-5.2
CCN(CC(=O)NC(C)C)CC(=O)NC1CCCCCCC1,-12.2
Cc1ccc(-c2nnc(C(C)N3CCN(Cc4ccc(C(C)C)cc4)CC3)o2)cc1 (centres undefined),-11.9
O=C(NCCc1csc(-c2ncccn2)n1)c1cnn2c1CCCC2,-10.8
O=C(NCCN1CCOC1=O)c1cccc2ccnn12,4.9
COc1ccc(CCc2nnc(CCC(=O)NCc3cc(F)ccc3C)o2)cc1,-4.4
N#C/C(=C\c1cccn1-c1ccc([N+](=O)[O-])cc1)c1nn(CCO)c(N)c1C#N,4.3
O=C(CCC1CCN(C(=O)Cn2cccn2)CC1)N1CCC(Cc2ccccc2)CC1,-7.8
O=C(Nc1cc(Cl)cc2cccnc12)C1CCCN1C(=O)c1ccccc1 (centres undefined),2.0
C=C(C)Cn1c(N2CCN(Cc3c(F)cccc3Cl)CC2)nc2c1c(=O)[nH]c(=O)n2C,-7.6
O=C(O/N=C(/c1ccccc1)c1ccncc1)c1ccccc1[N+](=O)[O-],-7.2
CCN(C(=O)Nc1ccc(OC)c(F)c1)C(C)c1cccc(O)c1 (centres undefined),-4.6
CCc1nc(SCC(=O)NCc2ccccc2)c2oc3ccccc3c2n1,-3.3
Cn1ccnc1C(=O)C1CCCN(C(=O)c2cc(COc3ccccc3)[nH]n2)C1 (centres undefined),-0.5
COc1ccc(Cl)c2sc(N(CCN(C)C)C(=O)c3ccc([N+](=O)[O-])o3)nc12,-7.5
Nc1ccccc1C=NCCCN=Cc1ccccc1N,0.0
Cc1cc(NC(=O)Cn2cncn2)n(-c2ccccc2)n1,-20.2
CNc1nc(C(=O)N2CCC(c3n[nH]c(=O)n3-c3ccccc3)CC2)cs1,-0.9
CCC1CCc2sc(-c3nnc(-c4ccco4)o3)cc2C1 (centres undefined),1.7
CC1CCN(Cc2nnnn2CCCC(=O)NCCSc2nccn2C)CC1,1.0
Cc1cc(=O)c(C(=O)N2CC(C)CC(C)C2)nn1-c1ccccc1Cl (centres undefined),-1.3
CC1Cc2ccccc2N1C1=NS(=O)(=O)c2ccccc21 (centres undefined),4.6
Fc1cccc(Nc2nc3ccccc3n3nnnc23)c1,-6.7
O=C(NCc1csc(C2CC2)n1)N1CCCC2CCCC21 (centres undefined),-2.1
Cc1noc(C)c1C(=O)N(CCC#N)CC1CCCO1 (centres undefined),-7.5
Nc1n[nH]c2ccc(-c3ccccc3CN3CCOCC3)cc12,-19.6
O=C(O)c1ccc(Br)cc1Oc1ccc(F)cc1,-3.0
Cc1cccc(C(CNC(=O)c2nc[nH]c2C)N(C)C)c1 (centres undefined),6.5
O=C(NC1CCc2ccccc21)c1coc(COc2ccc3c(c2)OCO3)n1 (centres undefined),-3.0
Cc1ccc(NCCN2CCN(c3ccc(F)cc3)CC2)nc1,-11.8
Cc1ccc(NC(=O)CSCc2nc3ccccc3nc2C)cc1C,-3.9

# As entered above:
# For mcGAS RapidFire, COc1ccc(CCc2nnc(CCC(=O)NCc3cc(F)ccc3C)o2)cc1 reads -4.4
# For mcGAS RapidFire, CC(C)CNC(=O)CC1CSc2nc(C(C)C)cc(=O)n21 (centres undefined) reads -4.9
# For mcGAS RapidFire, O=C(O/N=C(/c1ccccc1)c1ccncc1)c1ccccc1[N+](=O)[O-] reads -7.2
# For mcGAS RapidFire, O=C(NCCN1CCOC1=O)c1cccc2ccnn12 reads 4.9
# For mcGAS RapidFire, Cc1cccc(C(CNC(=O)c2nc[nH]c2C)N(C)C)c1 (centres undefined) reads 6.5

# Next section
SMILES,mcGAS RapidFire
Cc1ccsc1CN(Cc1c(C)n(C)n(-c2ccccc2)c1=O)CC(C)C,-8.0
Cc1nn(C)c(C)c1NC(C)C(=O)Nc1cc(C(F)(F)F)ccc1N1CCOCC1 (centres undefined),-2.3
CC(C)(C)c1ccc(NS(=O)(=O)c2ccc(F)cc2F)cc1,-9.2
Cc1cc(=O)n2[nH]c(C(F)(F)F)c(-c3ccc(Cl)cc3)c2n1,9.8
Cc1ccc(N2CCN(CC(=O)N3CCN(c4ccccc4O)CC3)C2=O)cc1,-5.6
CN(CCC(=O)Nc1cccc(-c2ccc(=O)[nH]n2)c1)c1ccccc1,-10.9
COc1ccccc1-c1cccc(C(=O)N2C[C@@H]3[C@H](C2)[C@H]2CC[C@@H]3O2)c1,3.5
Cc1cccc(C)c1NC(=O)CN1CCN(C(C)CCc2ccccc2)CC1 (centres undefined),1.0
CCN(CCNC(=O)c1c(C)nn(Cc2ccc(F)cc2)c1Cl)C(C)C,-6.3
O=C(C1CCCCC1)N1CCN(Cc2ccc3c(c2)OCO3)CC1,-3.3
COC1(OC)N=C(N)C2(C#N)C(c3cccc(Oc4ccccc4)c3)C12C#N (centres undefined),2.0
CC(C)c1nnc(-c2cc3ccccc3[nH]2)o1,0.8
O=C1NCCN2CCN(C(=O)c3ccc(-n4ccnc4)cc3)CC12 (centres undefined),-11.8
Cc1ccccc1-n1c(SCc2ccc(C(=O)O)o2)nc2sccc2c1=O,2.1
Cc1cc(CC(C)n2cc3ncccc3c2O)n[nH]1 (centres undefined),-22.4
Cc1ccccc1NCc1cccc2c1OCO2,1.7
Cc1cc(C(=O)N2CCN(c3cc(F)ccc3F)CC2)n[nH]1,-11.9
C[C@H]1C(=O)N(C)CCN1c1nc2nonc2nc1NCc1cccs1,-1.0
CC12CCC(C(=O)Nc3nccs3)(CC1=O)C2(C)C (centres undefined),-35.6
COc1ccccc1OCC1CN(C(=O)CCOc2ccc(Cl)cc2)CCO1 (centres undefined),-3.6
NC(=O)C1CCN(C(=O)c2cccc(-n3nccc3-c3ccccc3)c2)CC1,-15.1
Cc1ccccc1-c1csc2nc(CN(Cc3ccccc3)CC(O)CN3CCOCC3)[nH]c(=O)c12 (centres undefined),-2.1
O=[N+]([O-])c1ccccc1C=NOCc1cccc(CON=Cc2ccccc2[N+](=O)[O-])c1,-3.3
CC(=O)c1ccc(NC(=O)c2ccc(N3C(=O)CCC3=O)cc2)cc1,-4.6
COc1ccc(C)cc1NC(C)C(=O)N1C(C)CCCC1C (centres undefined),3.3
Cc1nc(CN2CCN(C(=O)C3CCN(c4cccc(Br)c4)C3=O)CC2)n[nH]1 (centres undefined),-4.0
CCS(=O)(=O)N1CCc2cc(-c3csc(-c4ccc(O)cc4)n3)ccc21,0.8
CCCCc1ncc(CN2CCc3c([nH]c4ccccc34)C2c2cccc(C)n2)[nH]1 (centres undefined),-4.9
Cc1ccc2cccc(OCC(C)CS(C)(=O)=O)c2n1 (centres undefined),0.0
CC(=O)N1CCC2(CC1)C(C#N)C(=N)SC(=N)C2C#N (centres undefined),-2.8

# 4 compounds already listed, ordered by their value in mcGAS RapidFire, highest first.
Molecule	mcGAS RapidFire
Cc1ccccc1NCc1cccc2c1OCO2	1.7
CC(=O)N1CCC2(CC1)C(C#N)C(=N)SC(=N)C2C#N (centres undefined)	-2.8
CC(=O)c1ccc(NC(=O)c2ccc(N3C(=O)CCC3=O)cc2)cc1	-4.6
NC(=O)C1CCN(C(=O)c2cccc(-n3nccc3-c3ccccc3)c2)CC1	-15.1

# Next part
SMILES,mcGAS RapidFire
Cc1oc(-c2ccc(Cl)cc2)nc1CN(C)Cc1ccc2nonc2c1,7.6
Cc1c(S(=O)(=O)CCNC(=O)Nc2ccccc2C#N)c2ccccc2n1C,9.1
CCN1CCc2nc(-c3ccc(F)cc3)n(CC(=O)Nc3ccc(Cl)cc3)c(=O)c2C1,-6.4
Cc1cccnc1C1=NOC(Cc2ccccc2)C(=O)N1CC(=O)c1ccccc1F (centres undefined),9.4
CCc1[nH]c2c(CNC(=O)CCCN3CCCCC3=O)cc(F)cc2c1C,-10.9
COc1ccc(CN(C(=O)c2cccs2)c2ccccc2C(=O)O)cc1,-1.4
CN(C)c1ccc(N=Nc2ccc(S(N)(=O)=O)cc2)cc1,-9.8
Clc1cc(CSc2nnc(C3CC3)n2C2CC2)cc2c1OCCO2,-11.6
CCN(C(=O)CN1CCC(N2CCN(C)C2=O)CC1)C1=CCCCC1,0.0
Cc1noc(C)c1C(=O)NCc1ccccc1OC1CCCC1,-1.5
Cn1nc(C(=O)N2CCCC(C(=O)c3ccc(Oc4ccccc4)cc3)C2)ccc1=O (centres undefined),-2.4
Cc1cnc(C)c(N2CCN(Cc3ccc(C4CCCO4)s3)CC2)n1 (centres undefined),-22.5
O=C(CSc1nncn1C1CC1)N1CCSc2ccccc21,-2.8
O=C(Nc1ccccc1)C1CCCN(CC2CCCCO2)C1 (centres undefined),12.8
c1ccc(Cc2nnc3sc(C4CCOC4)nn23)cc1 (centres undefined),-17.9

# Among those listed so far, 7 contain a cyano group.
SMILES,mcGAS RapidFire
N#Cc1cccc(S(=O)(=O)NCc2ccc(-n3ccnc3)c(F)c2)c1,7.2
N#Cc1c(-c2ccco2)c2c([nH]c1=S)CCCC2=O,10.7
N#C/C(=C\c1cccn1-c1ccc([N+](=O)[O-])cc1)c1nn(CCO)c(N)c1C#N,4.3
Cc1noc(C)c1C(=O)N(CCC#N)CC1CCCO1 (centres undefined),-7.5
COC1(OC)N=C(N)C2(C#N)C(c3cccc(Oc4ccccc4)c3)C12C#N (centres undefined),2.0
CC(=O)N1CCC2(CC1)C(C#N)C(=N)SC(=N)C2C#N (centres undefined),-2.8
Cc1c(S(=O)(=O)CCNC(=O)Nc2ccccc2C#N)c2ccccc2n1C,9.1

# Following part
SMILES,mcGAS RapidFire
COc1ccc(-c2cn3nc(SCC(=O)Nc4ccccc4C)ccc3n2)cc1,-5.0
CC(O)CCNC(=O)c1nc(-c2cccs2)n(-c2cccc(F)c2)n1 (centres undefined),-4.5
CN[C@@H]1[C@H](OC2[C@H](O[C@H]3[C@H](O)[C@@H](O)[C@H](N=C(N)N)[C@@H](O)[C@@H]3N=C(N)N)O[C@@H](C)[C@]2(O)C=O)O[C@@H](CO)[C@H](O)[C@H]1O (some centres undefined),-0.4&0.5
O=C(NNC(=O)c1ccco1)c1ccc2c(c1)-c1ccccc1C2,1.4
CC(C)NC(=O)c1ccc(-c2ccc([N+](=O)[O-])cc2Cl)o1,-8.5
O=C(N=C1N=C2C=CC(Br)=CN2Cc2ccccc21)c1ccc(=O)oc1,-9.4
CSCCC1NC(=O)c2ccccc2N(CC(=O)NCC(C)(C)CN(C)C)C1=O (centres undefined),-7.4
O=C(c1cn(Cc2ccccc2F)nn1)N1CCN(Cc2ccccn2)CC1,-13.1
CCCCn1c(CN2CCCCC2CC)nc2c1c(=O)n(C)c(=O)n2C (centres undefined),-1.0
O=[N+]([O-])c1ccc(Sc2n[nH]c(-c3ccncc3)n2)c([N+](=O)[O-])c1,-19.5
N#Cc1ccccc1CN1CCN(c2nc(C(=O)NCC3CCOCC3)co2)C1=O,-11.7
O=C(O)c1ccc2[nH]cnc2n1,-11.2
COc1ccc([C@@H](C)NC(=O)c2cccc(C#CC(C)(C)O)c2)cc1,-6.2
CC(=O)NC1=NN(C(C)=O)C2(S1)C(=O)N(C(C)=O)c1ccc(Br)cc12 (centres undefined),-9.0
CC(C)CC(CNC(=O)C1=CCCC1)NC(=O)C1=CCCC1 (centres undefined),-4.5

# High-throughput results as filed in PubChem.

# A portion of the library. The share of hits here may be higher or lower than overall.
